Assay outcomes: PubChem BioAssay, The Scripps Research Institute Molecular Screening Center
PRMT1 inh – blocks human protein arginine methyltransferase 1; inhibition, % at 2.79 µM; Q99873; 1.3% of 370,000 active; AID 652257; recombinant PRMT1, activity-based probe fluorescence polarization;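 active = inhibition above about 21% made by adding two undisclosed values, limit read from the data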
DDE Tn7 FP inh – DD(E)-Tn7 binding inhibition, primary FP screen | FP displacement of FITC-Tn7 peptide from fibrin DD(E); 0% = median of compound wells per plate | inhibition, % at 8.3 µM | 0.13% of 370,000 active;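 active = inhibition above the mean of compounds falling within the control limits plus 3 SD of them, cut at about 14% in these data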;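 also: 0% = plate median of compound wells and 100% = 10 µM Aha-Tn7 peptide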
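Assay system: Human clot-derived fibrin DD(E) complex | Buffer or medium: Tris/NaCl/CaCl2 buffer, pH 7.8 | Repeats: One replicate per compound | Benchmarks: Aha-Tn7 high control | Measure: % inhibition scaled between sample-field median and high-control FP | Schedule: 10 min plus 3 h, room temperature | Signal: Fluorescence polarization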
UHRF1 binding – human UHRF1 methylated DNA binding inhibitors. Q96T88. UHRF1 binding to methylated oligo, TR-FRET. inhibition, % at 4.4 µM. 0.75% of 370,000 active. AID 687016; in the data active = inhibition above about 21%;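 also: UHRF1 SRA domain binding a hemimethylated CpG hairpin DNA probe; 0% = median of test compound wells and 100% = reference inhibitor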
Target sequence (Q96T88 whole entry, looked up, the tested form may be a part): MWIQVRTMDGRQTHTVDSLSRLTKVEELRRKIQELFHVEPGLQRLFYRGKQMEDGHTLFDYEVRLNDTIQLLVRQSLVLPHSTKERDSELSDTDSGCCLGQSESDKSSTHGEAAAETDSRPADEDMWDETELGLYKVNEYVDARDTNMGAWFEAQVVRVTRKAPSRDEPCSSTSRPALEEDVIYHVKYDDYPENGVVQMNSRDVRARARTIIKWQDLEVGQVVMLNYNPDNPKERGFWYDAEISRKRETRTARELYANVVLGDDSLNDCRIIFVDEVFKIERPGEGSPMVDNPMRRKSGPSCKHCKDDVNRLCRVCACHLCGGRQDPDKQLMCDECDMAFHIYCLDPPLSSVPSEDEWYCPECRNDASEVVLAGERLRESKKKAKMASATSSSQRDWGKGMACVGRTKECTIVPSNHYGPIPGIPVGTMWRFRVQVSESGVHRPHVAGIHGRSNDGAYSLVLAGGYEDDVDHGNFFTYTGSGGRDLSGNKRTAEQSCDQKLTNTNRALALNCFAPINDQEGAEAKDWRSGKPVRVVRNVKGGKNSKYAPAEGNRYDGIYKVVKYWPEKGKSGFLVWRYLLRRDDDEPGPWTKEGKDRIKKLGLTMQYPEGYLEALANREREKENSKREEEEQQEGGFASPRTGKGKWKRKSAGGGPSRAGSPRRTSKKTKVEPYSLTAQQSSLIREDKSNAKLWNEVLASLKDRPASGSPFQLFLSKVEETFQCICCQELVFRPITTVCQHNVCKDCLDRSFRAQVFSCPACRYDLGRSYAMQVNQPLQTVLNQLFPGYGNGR
mABHD4 FP – ABHD4 (mouse) inhibition, primary FP screen; purified mABHD4, FP-Rh probe fluorescence polarization; inhibition, % at 8.92 µM; 0.54% of 370,000 active;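 active = inhibition exceeding the mean over every tested compound plus 3 SD, cut at about 30% in these data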;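 also: 0% = plate median of compound wells and 100% = S159A mutant with DMSO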
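Material: mouse ABHD4 enzyme, wild type; Benchmarks: S159A mutant high control, sample median low control; Buffer or medium: HEPES pH 7.0, NaCl, Pluronic buffer; Signal: fluorescence polarization; Read-out: percent inhibition of probe binding, normalized to plate controls; Timing: pre-incubation 45 min, probe exposure 60 min, at 25 °C; Dosing: 8.92 µM, single dose.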
TDP2 absorb – blocks human TDP2 phosphodiesterase activity; O95551; recombinant TDP2, T5PNP hydrolysis, p-nitrophenol absorbance 415 nm; inhibition, % at 12.8 µM; 0.34% of 370,000 active; AID 720702;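 active = inhibition above the mean of all tested compounds plus 3 SD, set per campaign, cut at about 25% in these data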;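 also: 0% = DMSO with enzyme and 100% = buffer with substrate but no TDP2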
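Material: recombinant human TDP2; quantity: TDP2 enzyme at 120 nM final; medium: Tris-HCl pH 7.5 with MgCl2; compound: single concentration, 12.8 µM nominal, with 1% DMSO; incubation: 2 h enzyme incubation at 37 °C; signal: epi absorbance; measure: percent inhibition; benchmarks: high control without enzyme, low control DMSO plus TDP2; repeats: singlicate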
HTRA1 inhibitor – blocks human HTRA1 serine peptidase; 0.5% of 340,000 active; recombinant HTRA1, FP-rhodamine activity-based probe, fluorescence polarization; inhibition, % at 5.96 µM; Q92743; in the data active = inhibition above about 36%;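 also: 0% = enzyme with DMSO and 100% = wells lacking enzyme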
PG9 Ab binder – small molecules binding HIV-1 gp120 antibody PG9; TR-FRET gp120-PG9 antibody binding; inhibition, % at 6.7 µM; 0.43% of 360,000 active; in the data active = inhibition above about 8.5%
SIAE inh – inhibitors of human sialic acid acetylesterase SIAE; Q9HAT2; SIAE FP-Rh probe binding, fluorescence polarization; inhibition, % at 9.66 µM; 0.69% of 370,000 active;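 active = inhibition above a cutoff: mean of compounds within the control limits plus 3 SD of those, cut at about 17% in these data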;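 also: 0% = plate median of compound wells and 100% = probe without SIAE protein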
TCR CD3 inh – inhibitors of human TCR-CD3 interaction; inhibition, % at 9.4 µM; 0.37% of 360,000 active; TAMRA-labeled TCR probe fluorescence, biochemical; AID 651800; in the data active = inhibition above about 19%;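 also: recombinant mutant TCR 2C K166C tagged with TAMRA read by polarization; 0% = receptor in buffer alone and 100% = receptor with positive control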
LEDGF integ inh – blocks HIV-1 LEDGF/p75-dependent DNA integration | TR-FRET IN-LEDGF/p75 DNA integration, Eu/Cy5 | inhibition, % at 3.7 µM | 0.64% of 370,000 active;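 active = inhibition above the screen-wide mean plus 3 SD, cut at about 13% in these data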;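 also: signal is the Cy5 over europium emission ratio at 671 and 618 nm; 0% = plate median of compound wells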
* hit, by the source's call; nt = not tested or not shown. Rows are unselected. About 4.2% of those tested had a hit in this group.

SMILES	PRMT1 inh	DDE Tn7 FP inh	UHRF1 binding	mABHD4 FP	TDP2 absorb	HTRA1 inhibitor	PG9 Ab binder	SIAE inh	TCR CD3 inh	LEDGF integ inh
CC(C)Cc1nnc(NC(=O)CC(=O)Nc2ccccc2C(=O)O)s1	1	-5	1	3	7	3	1.8	-2	1	-5
COC(=O)c1nnn(-c2nonc2N)c1CSCCO	-1	-1	-2	7	2	8	-3.4	-5	0	-1
CCn1cc(CNC(=O)C2CCC(=O)N(Cc3ccccc3F)C2)cn1 (stereo not given)	0	-5	-2	-1	-4	8	0.3	-6	3	3
Cn1c(-c2ccccc2)cnc1N	1	-2	-2	11	-3	12	-0.1	-4	3	0
CC(C)(C)NC(=O)C(c1ccc(F)cc1)N(Cc1ccccc1Cl)C(=O)c1ccn[nH]1 (stereo not given)	-2	-5	-1	0	-10	-8	0.5	7	5	-1
Cn1cccc1CC(=O)N/N=C/c1ccc(Cl)c([N+](=O)[O-])c1	1	2	-1	11	-21	nt	-1.7	1	-2	-2
CC(N=C1NS(=O)(=O)c2ccccc21)C(=O)NCCCc1ccccc1 (stereo not given)	5	-7	2	0	7	6	0.2	-5	-1	-4
COc1cc(SC)ccc1C(=O)N(C)CC(=O)Nc1cccc2ccccc12	1	3	-1	5	-1	8	0.7	3	0	-1
O=C(NCc1ccco1)c1ccc(COc2ccccc2Cl)cc1	10	-2	0	-30	-7	-38	0.3	-4	0	-1
COc1ccc(NC(=O)C23CC4CC(C2)CC(n2cnc(Br)n2)(C4)C3)cc1OC	-1	5	1	-2	11	3	1.1	3	0	6
Cc1occc1C(=O)N1CCC2(CCCN(Cc3ccc(F)c(F)c3)C2)C1 (stereo not given)	1	4	-1	-3	-16	-2	-1.1	4	12	-2
COc1ccc(CCNc2ncccc2C#N)cc1OC	-3	-2	-1	7	-8	2	-1.3	-3	9	3
COc1ccc(Cl)cc1CC1(C)C(=O)Nc2ccc(S(=O)(=O)NC3CCCCC3)cc21 (stereo not given)	-2	6	1	-26	-2	nt	-1.9	-6	2	-1
Cc1ccccc1C(=O)NC(CC(C)C)C(=O)Nc1ccc(F)c([N+](=O)[O-])c1 (stereo not given)	-2	0	0	13	1	0	-3.1	10	0	-1
CNCCCOc1cccc(Oc2ccccc2)c1	0	-3	-1	12	-2	6	-0.8	3	-1	5
CC(C)(C)OC(=O)NNC(=O)NC12CC3CC(CC(C3)C1)C2	5	3	-2	7	5	5	-1.2	5	-6	0
FC(F)(F)c1cc(N2CCNCC2)c2ccccc2n1	-5	-4	2	-1	3	2	-2.5	0	-10	1
CCOC(=O)N1CCN(C(=O)Cn2ccc3ccccc3c2=O)CC1	-1	-3	3	-1	1	2	3.5	3	-4	3
COc1ccc2[nH]c3c(Cl)ncnc3c2c1	2	6	20	1	9	2	-0.9	1	2	3
COc1cccc(-c2cnc(C(O)c3ccc(C)cc3)[nH]2)c1 (stereo not given)	-1	-2	1	-9	8	nt	-1.0	1	8	3
COCCCNC(=S)N1CCN(c2ccccc2)CC1	-4	-6	-2	2	4	-6	-0.5	2	1	0
CS(=O)(=O)c1ccc2nc(NC(=O)c3cccs3)sc2c1	0	6	0	1	-4	-5	-1.0	-9	0	-4
N#Cc1cnn2ccc(-c3ccc4c(c3)CCC4)nc12	1	2	-1	2	11	-9	2.7	-6	-3	-3
CCCCNC(=O)C1(C)CCCCN1Cc1ccccc1-c1ccccc1 (stereo not given)	-6	7	-1	-11	-2	nt	0.3	-8	4	2
COc1cc(C(=O)NCC(=O)NC(C)CCc2ccccc2)cc(OC)c1OC (stereo not given)	1	-1	1	1	15	1	-1.1	9	11	1

Next section
SMILES	PRMT1 inh	DDE Tn7 FP inh	UHRF1 binding	mABHD4 FP	TDP2 absorb	HTRA1 inhibitor	PG9 Ab binder	SIAE inh	TCR CD3 inh	LEDGF integ inh
CC(=O)OCc1cc2cc(C)ccc2[nH]c1=O	1	-1	-3	-2	2	-3	-0.6	14	5	-3
CC[C@H](C)/C=C(C)/C=C/c1cc2c(cn1)C(=O)[C@@](C)(OC(C)=O)C(O)=C2Cl	9	-2	0	10	-3	nt	-3.5	12	1	3
C[C@@H](CSc1ccc(Br)cc1)CN1CC[C@H](NC(=O)OCc2ccccc2)CCC1=O	-1	7	-1	-11	0	-54	-0.8	0	13	-1
CCN(CC)CCCNC(=O)CNC(=O)c1nn(-c2ccc(OC)cc2OC)c(=O)c2ccccc12	2	5	0	5	7	1	0.0	4	-4	0
CCc1nnc(NC(=O)C2CC(=O)N(C3CCCCC3)C2)s1 (stereo not given)	3	-8	1	0	6	5	0.1	-4	-3	-2
CN(CC(=O)Nc1ccc(F)cc1)C(=O)COC(=O)COc1ccc(C#N)cc1	4	-1	0	2	-8	-1	-0.3	4	-6	-1
CCOc1ccc(NC(=O)CC)cc1	-1	-3	0	-5	-2	nt	-0.9	-1	-5	-1
C/C(=N/NS(=O)(=O)c1ccc(C)cc1)c1ccc2c(c1)OCO2	-3	5	-1	-1	9	1	-0.9	3	12	0
CCN(CC(=O)Nc1cccc(F)c1)CC(=O)Nc1ccccc1OC	-2	1	6	-6	-30	-9	-1.8	-6	-4	0
COc1ccc(C)cc1NC(=O)CN(C)S(=O)(=O)c1cc(C)ccc1OC	-1	1	-3	-2	1	-4	1.0	5	3	0
COc1ccc(N(CC(=O)Nc2cc(C)on2)S(=O)(=O)c2cc(C)ccc2C)cc1	0	-7	-2	-3	8	-52	-1.1	5	2	-3
CCCC(=O)N(C1CC(C)C(C#N)(C#N)C1(C#N)C#N)N(C)C (stereo not given)	22*	5	9	-6	-14	-7	-0.2	-9	-5	-7
COC(=O)C1=C(C)N(C)C(=NCc2ccc(C(F)(F)F)cc2)NC1c1ccc(C(F)(F)F)cc1 (stereo not given)	0	2	-1	18	9	nt	-1.4	7	-15	2
COc1ccccc1CNC(=O)CSc1ccc(-c2cccc([N+](=O)[O-])c2)nn1	0	0	-1	-9	-2	0	-0.8	-4	6	7
CCc1cccc2sc(N(CCCN3CCOCC3)C(=O)CS(=O)(=O)c3ccccc3)nc12	0	-3	0	-2	17	-27	-0.1	-1	-7	-3
CCC(C)C(NC(=O)C1CCC(C)CC1)C(=O)Nc1ccc(OC)cc1OC (stereo not given)	-7	-7	1	-1	-11	3	0.1	4	4	5
O=C1OCCC1=CN1CCCCC1	-2	-2	4	7	5	2	-0.6	3	-10	-4
CCOC(=O)C1=C(COC(=O)c2cccc(N(C)C)c2)NC(=O)NC1C (stereo not given)	-1	-3	-2	7	12	-3	-2.3	15	5	-4
Cc1cc(C)n2nc(SCC(=O)c3c(N)n(CC(C)C)c(=O)n(C)c3=O)nc2n1	-2	-7	4	-2	-4	2	-2.6	-1	-4	-2
COc1ccc(C2OC(=O)CC2C(=O)NCc2ccccc2Cl)cc1OC (stereo not given)	2	-6	-1	1	7	-1	1.0	-2	-4	-7
O=C(c1ccc(F)cc1)N1CCC(C(=O)N2CCN(S(=O)(=O)c3cccc([N+](=O)[O-])c3)CC2)CC1	2	6	1	0	-9	-4	1.1	-3	7	-2
O=C(CCCn1c(=O)c2ccccc2n(Cc2ccccc2)c1=O)NCc1ccco1	1	5	0	-3	3	1	-1.0	-2	1	2
CC(=O)Nc1ccc(S(=O)(=O)N(CC(=O)NC2CC2)Cc2ccccc2)cc1	0	0	1	2	5	4	-3.2	-3	0	-1
O=C(COc1ccccc1)OCc1csc(Nc2ccccc2)n1	0	2	1	-2	-2	-15	-0.8	12	3	1
CCCCNc1nc(CC(C)=O)ns1	6	-2	1	0	-1	-8	0.2	-2	-3	1
CN(CCCNC(=O)C1CCCN(S(=O)(=O)c2cnc[nH]2)C1)c1ccccc1 (stereo not given)	-2	-4	-4	8	1	2	-0.1	1	0	-3
O=C(CN1CCC(NC(=O)Nc2ccc(F)cc2)CC1)Nc1ccccc1[N+](=O)[O-]	-2	-7	-1	-4	-2	-16	-0.3	-1	4	0
C[C@H](CO)N1C[C@H](C)[C@@H](CN(C)C(=O)Nc2ccccc2F)Oc2ncc(Br)cc2C1=O	0	-1	2	5	-10	0	-0.4	6	4	-2
CC(=O)c1ccc(N2CCN(C(=O)c3cc4c(C)nc5ccccc5c4o3)CC2)cc1	-3	-8	2	-2	-11	3	0.3	-7	-1	0

Single records, as listed above. Values in the order: PRMT1 inh	DDE Tn7 FP inh	UHRF1 binding	mABHD4 FP	TDP2 absorb	HTRA1 inhibitor	PG9 Ab binder	SIAE inh	TCR CD3 inh	LEDGF integ inh
Listed for `C[C@H](CO)N1C[C@H](C)[C@@H](CN(C)C(=O)Nc2ccccc2F)Oc2ncc(Br)cc2C1=O` : 0	-1	2	5	-10	0	-0.4	6	4	-2
Listed for `CCN(CC)CCCNC(=O)CNC(=O)c1nn(-c2ccc(OC)cc2OC)c(=O)c2ccccc12` : 2	5	0	5	7	1	0.0	4	-4	0

Part of the list above, as a markdown table:
| canonical_smiles | PRMT1 inh | DDE Tn7 FP inh | UHRF1 binding | mABHD4 FP | TDP2 absorb | HTRA1 inhibitor | PG9 Ab binder | SIAE inh | TCR CD3 inh | LEDGF integ inh |
| --- | --- | --- | --- | --- | --- | --- | --- | --- | --- | --- |
| CCC(C)C(NC(=O)C1CCC(C)CC1)C(=O)Nc1ccc(OC)cc1OC (stereo not given) | -7 | -7 | 1 | -1 | -11 | 3 | 0.1 | 4 | 4 | 5 |
| O=C1OCCC1=CN1CCCCC1 | -2 | -2 | 4 | 7 | 5 | 2 | -0.6 | 3 | -10 | -4 |
| CCOC(=O)C1=C(COC(=O)c2cccc(N(C)C)c2)NC(=O)NC1C (stereo not given) | -1 | -3 | -2 | 7 | 12 | -3 | -2.3 | 15 | 5 | -4 |
| Cc1cc(C)n2nc(SCC(=O)c3c(N)n(CC(C)C)c(=O)n(C)c3=O)nc2n1 | -2 | -7 | 4 | -2 | -4 | 2 | -2.6 | -1 | -4 | -2 |
| COc1ccc(C2OC(=O)CC2C(=O)NCc2ccccc2Cl)cc1OC (stereo not given) | 2 | -6 | -1 | 1 | 7 | -1 | 1.0 | -2 | -4 | -7 |
| O=C(c1ccc(F)cc1)N1CCC(C(=O)N2CCN(S(=O)(=O)c3cccc([N+](=O)[O-])c3)CC2)CC1 | 2 | 6 | 1 | 0 | -9 | -4 | 1.1 | -3 | 7 | -2 |
